HT1080NT lethal = kills 2HG-producing HT-1080-NT fibrosarcoma cells; Potency, µM (top dose mostly 46.1 µM), without a hit: at the highest dose activity, negative = less viability, hits mostly cytotoxic; hit rate 1.6% among 360,000; HT-1080-NT fibrosarcoma viability, CellTiter-Glo ATP luminescence, 48 h; AID 686970;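 note: NT is the 2HG producing partner of a matched IDH1 knockdown line; potency is the fitted concentration of half-maximal effect; 0% = DMSO-treated cells and -100% = media-only wells without cells; nearly all actives have a fitted effect of over 55% in size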
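Compounds were tested in concentration-response format on HT-1080-NT cells for 48 hours at 37 degrees C. Cell viability came from CellTiter-Glo luminescence; curves were classified by r2, response magnitude and activity.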
MCF10A rereplic = induces DNA re-replication in MCF 10a normal breast cells. MCF 10A DNA re-replication, Hoechst nuclear intensity, 48 h. Potency, µM (highest dose often 46.1 µM), for inactives: at the highest dose activity, positive = re-replication, hits mostly activators. hit rate 2.9% among 350,000; note: potency is the fitted concentration of half-maximal effect; % of control where 0% means no effect; nearly all actives have a fitted effect of over 50% in size
KB-3-1 tox = kills parental KB-3-1 adenocarcinoma cells | KB-3-1 viability, CellTiter-Glo ATP luminescence, 72 h | Potency, µM (highest dose often 46.1 µM), for inactives: at the top dose activity change, negative = cytotoxic, actives largely listed as cytotoxic | hit rate 1.4% among 400,000 | AID 1347075; note: potency is the fitted concentration of half-maximal effect; % is set by controls: 0 for no effect and ±100 for the full control effect; nearly all actives have a fitted effect of over 60% in size
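Cytotoxicity measured as CellTiter-Glo luminescence after 72 h at 37 C. Compound titrations were pinned onto drug-naive KB-3-1 parental adenocarcinoma cells grown in DMEM with 10% FBS, and normalized data fitted to concentration-response curves.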
SW480 rereplic = induces DNA re-replication in SW480 colon adenocarcinoma cells; SW480 DNA re-replication, Hoechst DNA content imaging, 48 h; Potency, µM (highest dose often 46.1 µM), for the others: at the top dose re-replication activation, hits mostly activators; hit rate 1.8% among 340,000; note: potency is the fitted concentration of half-maximal effect; % of control where 0% means no effect; nearly all actives have a fitted effect of over 55% in size
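Cells (250 per well) received 23 nL compound or DMSO by pin tool and were kept 48 hr at 37 C, 5% CO2. Nuclei were then stained with Hoechst for 40 min and scanned for DNA content.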
WRN inhibitor = inhibitors of human WRN helicase | Q14191 | Potency, µM (titrated, usually from 114 µM), for the others: at the top dose activity change, negative = inhibition, usual class: inhibitors | WRN helicase unwinding, fluorescent forked duplex, kinetic | hit rate 0.46% among 360,000; note: potency is the fitted concentration of half-maximal effect; % is set by controls: 0 for no effect and ±100 for the full control effect; nearly all actives have a fitted effect of over 55% in size
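Fluorescence dequenching readout, ex 525 nm/em 598 nm, kinetic mode: forked duplex DNA (100 nM final) with adjacent fluorophore and quencher unwound by WRN (20 nM final) with 2 mM ATP. Compound preincubation 15 min, room temperature.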
ATXN2 expr inh = reduces ATXN2 reporter expression in HEK-293 cells; HEK-293 ATXN2-luciferase reporter, luminescence, 24 h; Potency, µM (doses to about 57 µM), inactives show at the top dose activity change, negative = inhibition, most hits filed as inhibitors; hit rate 0.72% among 360,000; AID 1745845; note: potency is the fitted concentration of half-maximal effect; % is set by controls: 0 for no effect and ±100 for the full control effect; nearly all actives have a fitted effect of over 55% in size
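ATXN2-luciferase reporter cells (luciferase flanked by upstream and downstream ATXN2 gene portions) were treated 24 h at 37 °C with compounds at up to 57 uM. SteadyGlo luminescence gave expression; GF-AFC fluorescence gave viability.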
IL-1B inflam inh = inhibitors of inflammasome signaling (IL-1 beta secretion) | THP-1 LPS/ATP IL-1B secretion, AlphaLISA, 16 h; stronger effect = lower value | activity change, % at 57.5 µM | hit rate 4.7% among 360,000 | AID 743279; in the data active = activity change below about -50%; inconclusive = mostly about -30% to -49%; note: % is set by controls: 0 for no effect and ±100 for the full control effect
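THP-1 cells pretreated 1 hr with compounds (up to 57.5 uM final), then stimulated with LPS (250 ng/mL final) plus ATP (1.25 mM final); secreted IL-1B measured by AlphaLISA after 16 hr, decreased signal indicating inhibition.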
HT1080 IDH1KD tx = toxicity to HT-1080 IDH1 knockdown cells (counter line). HT-1080 IDH1 knockdown viability, ATP luminescence, 48 h. hit rate 2% among 360,000. Potency, µM (series often up to 46.1 µM), for the others: top-dose activity, negative = toxicity, usual class: cytotoxic. AID 686971;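 note: potency is the fitted concentration of half-maximal effect; 0% = DMSO wells and -100% = cell-free medium wells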
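Assay cells: HT-1080 with IDH1 knockdown, 750 per well, RPMI/5% FBS. Exposure: 48 h at 37 °C following 2 h pre-incubation. Read: CellTiter-Glo luminescence; fitted concentration-response, curve class assigned.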
KB-V1 MDR tox = kills drug-selected multidrug resistant KB-V1 cells; KB-V1 MDR cells viability, CellTiter-Glo, 72 h; Potency, µM (series often up to 46.1 µM), inactives show top-dose activity change, negative = cytotoxicity, hits mostly cytotoxic; hit rate 3.4% among 400,000; note: potency is the fitted concentration of half-maximal effect; % is set by controls: 0 for no effect and ±100 for the full control effect; nearly all actives have a fitted effect of over 60% in size
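KB-V1 MDR subline cells in DMEM (phenol-red free, 10% FBS) exposed to compounds in qHTS concentration series for 72 h at 37 degrees C. Viability read by CellTiter-Glo luminescence; concentration-effect curves fitted after normalization and correction.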
* hit, by the source's call; i = inactive; ? = inconclusive; nt = not tested or not shown; & = joins results of further samples; [ ] = remark or other dose. Unless noted, calls come from the whole dose curve; as a rule, active = well fitted curve in the direction sought with a large enough effect; inconclusive = small, poorly fitted or top-dose-only effect, or another doubt; inactive = no such curve, though single readings can be large; an effect the other way counts as inactive or inconclusive.

SMILES	HT1080NT lethal	MCF10A rereplic	KB-3-1 tox	SW480 rereplic	WRN inhibitor	ATXN2 expr inh	IL-1B inflam inh	HT1080 IDH1KD tx	KB-V1 MDR tox
COc1ccc(/C(O)=C2/C(=O)C(=O)N(c3ccccn3)C2c2ccc(OC)c(OC)c2)cc1 (stereo not given)	18%	-6%	12%	?	-18%	-26%	nt	21%	-9%
COC(=O)C1=C(C(=O)OC)[C@@H]2N(C)c3ccccc3[C@@]23C[C@@H](C(=O)OC)N(C(=O)COCc2ccccc2)C3=N1	-6%	?	0%	-2%	-7%	-12%	28	-1%	-1%
COc1ccc(-c2ccc3c(c2)S(=O)(=O)c2cccc(C(=O)N4CCN(c5ccccn5)CC4)c2C3=O)cc1OC	0%	nt	-3%	nt	-2%	-3%	10	2%	?
O=C(CS(=O)(=O)c1ccc(Cl)cc1)Nc1nccs1	7%	nt	-11%	nt	5%	nt	0	-13%	1%
O=C(Nc1ncc(C(F)(F)F)cc1Cl)C1COc2ccccc2O1 (stereo not given)	23%	1%	11%	-4%	?	0%	-15	20%	17%
O=c1c(-c2ccccc2Cl)coc2c(CN3CCCCC3)c(O)ccc12	1%	-5%	-15%	-2%	-3%	-24%	10	0%	-23%
COc1ccc(S(=O)(=O)NCc2cc(-c3ccccc3Cl)no2)cc1	16%	10%	-1%	6%	1%	5%	1	14%	0%
COc1cccc(CNC(=O)Cc2ccc(S(=O)(=O)N3CCOCC3)s2)c1	-5%	2%	1%	1%	2%	-8%	-9	2%	-18%
CCN(CCn1cccn1)C(=O)CC1C(=O)NCCN1Cc1ccc(F)c(F)c1 (stereo not given)	22%	-2%	2%	-4%	12%	-16%	7	6%	-16%
CCc1ccc(N2CC(C(=O)N/N=C/c3ccccc3)CC2=O)cc1 (stereo not given)	0%	0%	0%	-1%	-8%	2%	-12	1%	15%
O=C(Cc1ccc(S(=O)(=O)N2CCOCC2)s1)N1CCN(S(=O)(=O)c2cccc(Cl)c2)CC1	0%	15%	7%	12%	-8%	-15%	0	-14%	-30%
Cc1ccc(C(=O)Nc2ccc3nc(C)sc3c2)o1	-3%	nt	1%	nt	3%	nt	-8	-1%	15%
Cc1ccc([C@H]2N[C@]3(CCCN(Cc4cccn4C)C3=O)[C@H]3C(=O)N(C)C(=O)[C@@H]23)cc1	-12%	nt	0%	nt	5%	-7%	-9	-8%	?
COc1ccccc1NS(=O)(=O)c1ccc(NC(=O)Cc2cccs2)cc1	-7%	7%	-4%	-12%	3%	4%	0	-8%	21µM*
CCOC(=O)C1=CN(Cc2cccc(F)c2)S(=O)(=O)N(CC)C1CCc1ccccc1 (stereo not given)	-2%	-18%	?	-45%[inhibitor][9.22 µM]	4%	-11%	52	-2%	?
CCOc1ccccc1CN1CCC(n2nccc2NC(=O)C2CCCC2)CC1	3%	1%	nt	-4%	?	-8%	-9	2%	nt
CCOC(=O)N1CCN(C(=O)COC(=O)c2ccc(Cl)nc2)CC1	0%	?	nt	-2%	-17%	-4%	16	1%	nt
Cc1cc(C)cc(OC(=O)C23CCC(C)(C(=O)O2)C3(C)C)c1 (stereo not given)	-4%	-1%	23%	-16%	6%	13%	15	12%	12%
Cc1cccc(Oc2c([N+](=O)[O-])c(=O)n(C)c3ccccc23)c1	?	?	-16%	?	-24%	2%[11.3 µM]	-101*	?	-15%
CC(=O)c1cnc(-c2ccccn2)s1	0%	-5%	19%	-12%	0%	nt	0	8%	3%
C=CCn1c(Cc2cccs2)nnc1SCC(=O)NCc1ccco1	10%	4%	5%	-1%	-28%	-3%	6	11%	0%
COc1ccc(C2NC(=S)NC3=C2CCc2ccccc23)cc1OC (stereo not given)	4%	13%	?	0%	-1%	-10%	-6	-2%	?
CC(=O)Nc1ccc(/C=C/c2nc(-c3ccccc3O)n[nH]2)cc1	-18%	27%	4%	0%	4%	nt	2	-8%	-6%
O=C(Cc1nc2ccccc2[nH]1)c1ccc(Cl)cc1	-19%	?	-6%	-1%	3%	22%	-99*	-7%	-8%
CN1OC[C@@H]2CN(C(=O)c3cccnc3)[C@H](c3ccc(N4CCCCC4)cc3)C[C@@H]21	27%	nt	-1%	nt	-1%	3%	3	11%	?
OCCN(Cc1ccccc1)Cc1ccccc1Cl	-3%	-4%	1%	-6%	-4%	4%	11	-2%	14%
Clc1ccc(Sc2ccccn2)cc1	-3%	-1%	5%	42%	2%	-3%	0	-6%	3%
Cc1c(C)n(Cc2ccccc2)c2ncnc(N)c12	-7%	6%	?	-2%	2%	3%	-6	-14%	0%
COc1ccc(-c2noc(CN3CCCC(OCc4ccccn4)C3)n2)cc1 (stereo not given)	2%	-6%	2%	-4%	-6%	-9%	0	-2%	12%
O=C(CNCc1ccccc1Cl)NCc1ccco1	0%	-4%	6%	-21%	?	5%	3	7%	3%
O=C(CN1C(=O)C(=O)N(C2CCCC2)C1=O)NCCc1ccc(F)cc1	12%	-29%	3%	-1%	8%	0%	5	4%	-7%
O=C(Nc1ccc2c(c1)OCCO2)C(=S)NCc1ccccc1	3%	1%	13%	0%	2%	58%[activator]	-3	-1%	15%
COc1cc(OC)cc(C(=O)Nc2nnc(SCC(=O)NCC3CCCO3)s2)c1 (stereo not given)	4%	-4%	?	-29%	3%	1%	i	3%	-4%
Cc1ccc(CNc2nc3ccccc3n3cnnc23)cc1	1%	11%	11%&-12%	2%	2%	1%&5%	-20	4%	4%&-23%
COCC(=O)NCCc1nc(-c2ccccc2)cs1	19%	7%	-13%	-10%	3%	2%	30	8%[9.24 µM]	-7%
COc1ccc(Sc2cc(C(F)(F)F)nc(-c3ccccn3)n2)cc1	-2%	0%	11%	-6%	1%	nt	10	-6%	16%
CCCCn1cnc2c(Sc3c([N+](=O)[O-])ncn3C)nc(N)nc21	-20%	?	-7%	-8%	1%	7%	-95*	?	15%
O=C1CC(c2cccs2)CC2=C1C(c1ccccc1)n1ncnc1N2 (stereo not given)	2%	-4%	8%	-1%	-12%[57.1 µM]	0%	-20	-4%	-21%
CCOC1=C/C(=C/c2c(N)n3nc(CC(=O)N4CCCCC4)sc3nc2=O)C=CC1=O	26%	0%	10%	16%	-8%[11.6 µM]	0%	26	4%	13%
COc1cccc(NC(=O)CCN2C(=O)c3cccc([N+](=O)[O-])c3C2=O)c1	26%	-25%	-2%	-6%	0%	-9%	-21	17%	17%
CN1CCN(C(=S)NC(=O)c2cccc([N+](=O)[O-])c2)CC1	21%	11%	7%	-1%	9%	14%	15	4%	?
COCCNC(=O)CCn1nc(-c2ccc(C)cc2)ccc1=O	10%	3%	12%	8%	9%	-10%	8	0%	18%
CC(=O)Nc1cccc(-c2cc(NC(C)=O)c3ncc(-c4ccc(F)cc4)n3c2)c1	-56%	nt	-2%	nt	-17%	?	22	?	?
Cn1c(NCCO)nc2c1c(=O)n(Cc1cccc(Cl)c1)c(=O)n2C	10%	-2%	-42%	-20%	8%	-4%	-2	0%	-15%
O=C(CCCN1C(=O)/C(=C/c2cccs2)SC1=S)NNC(=O)c1ccncc1	-10%	2%	4%	-3%	-20%	nt	0	-11%	4%
CCOC(=O)c1c(C)[nH]c(C(=O)COC(=O)c2[nH]c(C)c(C(C)=O)c2C)c1C	5%	-6%	2%	-4%	3%	-38%	25	-3%	10%
Cc1ccc(S(=O)(=O)C2(C(=O)Nc3ccc(C(C)C)cc3)CC2)cc1	13%	-2%	-3%&-1%	2%	-3%	14%&30%	7	6%	3%&-7%
Cc1ccc(OC(=O)C2c3ccccc3Oc3ccccc32)cc1C	-24%	2%	-10%	-7%	-6%	10%	8	1%	1%
CS(=O)(=O)c1ccc(-c2nnc(NC(=O)C3=COCCO3)o2)cc1	13%	-3%	-3%	-90%[inhibitor]	-3%	14%	3	7%	19%
Cc1ccc(-c2c3c(=O)n(C)c(=O)n(C)c3cn2N2CCOCC2)cc1	-11%	?	-5%	-10%	4%	1%	-4	-16%	7%
Cc1nc(SCC(=O)c2ccc(F)cc2)n[nH]1	10%	1%	1%&29%	-1%	-5%	13%	-11	13%	?
Cc1noc(/C=C/N(C)C)c1S(=O)(=O)N1CCc2ccccc21	0%	18µM*	33%	14%	-8%	-9%	8	?	2%
CCCCOc1ccc(S(=O)(=O)NNC(=O)C2Cc3c(ccc4ccccc34)O2)cc1 (stereo not given)	4%	21µM*	3%	?	-9%	3%	-2	8%	0%
O=C(NCc1ccncc1)c1ccc(NS(=O)(=O)c2ccccc2)cc1	-3%	3%	0%	0%	-27%	6%	0	-2%	27%
COc1ccc(C(C(=O)NC2CCCC2)N(CCN2CCOCC2)C(=O)c2ccc(OC)c(OC)c2)cc1 (stereo not given)	7%	2%	-3%	-21%	-8%	3%	0	0%	-1%
CN(C1CCCCC1)S(=O)(=O)c1cc2c3c(c1)CCN3C(=O)CC2	3%	?	-1%	-5%	-5%	4%	44	-3%	2%
CC(C)N1CCOC1c1ccccc1 (stereo not given)	7%	0%	-16%	?	-14%	0%	-15	15%	0%

Results in ATXN2 expr inh, for some of the entries so far:
mol,ATXN2 expr inh
COc1ccc(C(C(=O)NC2CCCC2)N(CCN2CCOCC2)C(=O)c2ccc(OC)c(OC)c2)cc1 (stereo not given),3%
CN(C1CCCCC1)S(=O)(=O)c1cc2c3c(c1)CCN3C(=O)CC2,4%

Screening data: PubChem BioAssay, National Center for Advancing Translational Sciences (NCATS)

Outcome played no part in choosing rows; overall some 12% were active at least once.
